Assay outcomes from PubChem.
RGS4 act: RGS4 potentiation or activation; HEK293 M3R/inducible RGS4, carbachol calcium flux Fluo4; stronger effect = lower value; B-score at 10 µM; 0.92% of 310,000 active;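 active means B-score of the integrated calcium signal more than 4 SD below the library mean, with starting fluorescence not abnormally high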;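 further: negative B-score means reduced calcium response which marks RGS4 activation or potentiation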
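System – HEK293 FlpIn-TREx cells, stable M3R, doxycycline-inducible RGS4 · Reagent – ECmax carbachol challenge · Times – compound preincubation 20 min at room temperature before agonist · Technique – Fluo4 fluorescence kinetic imaging of calcium · Measure – B score of integrated Fluo4 ratio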
DYRK1A inh: blocks rat Dyrk1A kinase activity. 0.43% of 310,000 active. ADP-Glo luminescence, NFATc1 peptide. AID 504441. inhibition, % at 12.5 µM; in the data active means inhibition above about 50%;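 further: plate controls were vehicle with enzyme for no effect and no enzyme for full effect; many of its hits are not listed in these tables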
hERG protect: shields human hERG channel from block by proarrhythmic agents. Q12809. CHO-hERG, FluxOR thallium flux, dofetilide IC70 present. activation (rescue from dofetilide block), less the hit threshold, % at 10 µM. 0.51% of 310,000 active. AID 1511;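 active means activation above the mean of controls blocked by dofetilide plus 5 SD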;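 further: thallium influx through hERG after potassium depolarization seen as dye fluorescence rise; in these data hits start at about 4.7%; inactives centre near -7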
GSK3B inh: blocks human GSK3beta kinase activity; P49841; GST-GSK3beta kinase, ADP-Glo luminescence, 60 min; stronger effect = lower value; activity score (negative = inhibition), % at 10 µM; 0.038% of 300,000 active; AID 2097;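 active means more than half of replicate wells score below -50%, meaning over 50% inhibition versus plate controls; inconclusive means some replicates but at most half score below -50%; inactive means no replicate scores below -50%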;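 further: 0% = median DMSO wells and -100% = median GW8510 positive control wells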
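Test system: GST-fused GSK3beta enzyme, cell-free | Quantity: 1.6 ng GST-GSK3beta enzyme per well | Reagent: 25 µM ATP with peptide substrate | Schedule: 60 min enzyme reaction, room temperature | Signal: Luminescent ADP-Glo measurement of ADP formed | Read-out basis: Score relative to plate controls | Control set: DMSO and 20 µM GW8510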
PolyA inhibitor: yeast polyadenylation inhibition; S. cerevisiae SKY197-pL101 polyadenylation reporter, beta-gal luminescence; efflux-impaired pdr1/pdr3 knockout yeast; score 100 = 6 SD above DMSO; 0.02% of 300,000 active; calls only at 12 µM;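 active means lowest replicate activity score at least 50, where 100 means six control SD above control mean; inconclusive means lowest score under 50 but half or more replicates reach 50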;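 further: yeast exposed to compound for 9 h at 30 °C; higher score means more reporter readthrough which indicates perturbed polyadenylation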
KCNQ1 inh: human KCNQ1 channel inhibition. CHO-K1 KCNQ1, FluxOR thallium flux fluorescence; stronger effect = higher value. B-score at 10 µM. 1.3% of 310,000 active. AID 2642;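 active means compounds whose thallium flux B-score, printed positive for inhibition, exceeds three library SD while starting fluorescence stays within three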;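 further: channel opened by potassium depolarization with thallium stimulus after 20 min compound exposure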
KCNQ1 pot: human KCNQ1 channel potentiation or activation; P51787; CHO-K1 KCNQ1, thallium flux FluxOR fluorescence; stronger effect = higher value; B-score at 10 µM; 0.35% of 310,000 active; AID 2648;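 active means fluorescence ratio B-score, a plate-corrected score, at least three library SD, with initial intensity B-score within 5 SD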
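Schedule – 37 °C overnight plating, 90-min dark dye load, 20-min compound pretreatment · System – stable KCNQ1 CHO-K1 line · Probe or stimulus – thallium- and potassium-containing depolarizing buffer · Measured by – kinetic FluxOR fluorescence, 10 s baseline plus 110 s post-stimulus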
KCNK9 inh: inhibitors of human KCNK9 two-pore domain potassium channel; B-score at 10 µM; AID 488922; 1.2% of 310,000 active; HEK293 KCNK9, FluxOR thallium flux fluorescence; stronger effect = lower value; Q9NPC2;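 active means ratio B-score over 3 SD below the library mean, with starting fluorescence within 5 SD of its mean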;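 further: negative B-score means less thallium flux so channel inhibition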
KCNK3 inh: human KCNK3 channel inhibition, primary screen; CHO-KCNK3 thallium flux, FluxOR fluorescence; stronger effect = lower value; 0.84% of 340,000 active; O14649; B-score at 10 µM;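 active means B-score under library mean minus 4 SD, starting fluorescence ratio at most library mean plus 5 SD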;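 further: more negative B-score means stronger inhibition of thallium flux through KCNK3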
HDAC3 inhib: inhibitors of human histone deacetylase 3 | recombinant HDAC3, fluorogenic peptide/trypsin coupled, fluorescence | AID 2718 | O15379 | inhibition, % at 8.3 µM | 0.15% of 320,000 active; in the data active means inhibition above about 26%, passing the limit was not always enough; inconclusive means no clear call, values can overlap the other calls
Target sequence (O15379 whole entry, looked up): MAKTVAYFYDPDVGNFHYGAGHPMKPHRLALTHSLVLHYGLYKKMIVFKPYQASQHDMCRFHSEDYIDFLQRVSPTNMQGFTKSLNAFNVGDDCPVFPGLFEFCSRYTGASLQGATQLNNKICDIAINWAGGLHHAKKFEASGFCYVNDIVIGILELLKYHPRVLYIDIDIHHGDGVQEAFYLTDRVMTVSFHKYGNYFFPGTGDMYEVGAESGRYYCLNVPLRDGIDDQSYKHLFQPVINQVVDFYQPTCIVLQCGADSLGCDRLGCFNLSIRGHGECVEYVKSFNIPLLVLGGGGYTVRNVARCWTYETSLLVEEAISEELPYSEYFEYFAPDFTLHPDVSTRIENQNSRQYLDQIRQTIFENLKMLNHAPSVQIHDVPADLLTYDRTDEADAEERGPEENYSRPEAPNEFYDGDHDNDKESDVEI
GSK3 alpha inh: human GSK-3 alpha kinase inhibition. ADP-Glo luminescence, 60 min. P49840. 0.1% of 320,000 active. inhibition, % at 10 µM;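 in the data active means inhibition above about 50%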;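 further: GST-tagged GSK-3 alpha with peptide substrate and 25 µM ATP; 0% = DMSO neutral wells and 100% = GW8510 positive control wells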
Target sequence (P49840 whole entry, looked up): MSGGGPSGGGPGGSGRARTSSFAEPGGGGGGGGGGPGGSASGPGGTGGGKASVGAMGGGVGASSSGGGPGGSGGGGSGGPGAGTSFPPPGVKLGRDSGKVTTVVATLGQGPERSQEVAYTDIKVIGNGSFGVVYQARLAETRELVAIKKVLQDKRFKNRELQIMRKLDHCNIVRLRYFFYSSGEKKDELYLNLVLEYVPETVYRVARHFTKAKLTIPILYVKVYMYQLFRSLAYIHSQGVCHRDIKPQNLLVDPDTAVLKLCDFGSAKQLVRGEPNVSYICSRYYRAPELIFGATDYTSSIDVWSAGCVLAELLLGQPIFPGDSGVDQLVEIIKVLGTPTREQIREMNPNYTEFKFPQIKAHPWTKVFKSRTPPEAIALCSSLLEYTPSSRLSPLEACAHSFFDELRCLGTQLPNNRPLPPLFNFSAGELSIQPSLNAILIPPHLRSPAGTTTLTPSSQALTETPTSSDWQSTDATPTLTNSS
Starred values were filed as active, the others as inactive; i = inactive; ? = inconclusive; . = no result given. An excerpt; the hit share may differ from the screen's.

Value order: RGS4 act	DYRK1A inh	hERG protect	GSK3B inh	PolyA inhibitor	KCNQ1 inh	KCNQ1 pot	KCNK9 inh	KCNK3 inh	HDAC3 inhib	GSK3 alpha inh
> O=C(c1ccc2ncsc2c1)N1CCCC(C(F)(F)F)C1 (centres undefined)
→ i	10.2	-8.8	0.7	i	i	i	i	i	-8.6	0.3
> CCOc1cccc(N(C(=O)C2COc3ccccc3O2)C(C(=O)NC2CCCCC2)c2ccc(O)cc2)c1 (centres undefined)
→ i	2.4	-7.0	0.4	i	i	i	i	i	-0.9	-3.1
> CN(Cc1nc2ccccc2s1)C(=O)c1ccc(F)cc1
→ i	3.8	-9.5	0.0	i	i	i	i	i	2.9	-2.3
> Cc1ccc2c(c1)c1ncnc(N3CCc4ccccc4C3)c1n2C
→ i	.	-14.7	0.0	i	i	i	i	.	-14.5	-4.8
> CC1CCN(S(=O)(=O)N2CCC(C(=O)NCCc3ccccc3)CC2)CC1
→ i	.	-5.8	-3.7	i	i	i	i	i	-1.4	-2.5
> COC(=O)c1ccc(Cc2ccc(C(=O)OC)o2)o1
→ i	0.9	-2.6	-0.4	i	i	i	i	i	2.5	-1.6
> CCn1c(=O)cc(OCC(=O)N(C)c2ccccc2F)c2ccccc21
→ i	4.5	-6.5	-28.2	i	i	i	i	i	2.5	-3.5
> Cc1ccc([N+](=O)[O-])cc1S(=O)(=O)Nc1ccc(-c2ccc(N3CCCC3)nn2)cc1
→ i	-2.3	-4.3	3.6	i	i	i	i	i	.	.
> Cc1ccc(C)c(S(=O)(=O)NCc2ccc3c(c2)OCO3)c1
→ i	0.3	-0.6	1.6	i	i	i	i	i	-2.8	0.6
> O=C(CCCc1c[nH]c2ccccc12)Nc1ccc2ccccc2c1
→ i	-4.6	-8.3	1.3	i	i	i	i	i	3.1	0.2
> CN(CC(=O)Nc1cccc(F)c1)C(=O)c1ccc(N2CCCC2)c([N+](=O)[O-])c1
→ i	5.1	-10.8	6.8	i	i	i	i	i	.	.
> O=C(O)COc1ccc(/C=N/NC(=O)c2cccc3ccccc23)cc1
→ i	-0.8	-1.2	4.9	i	i	i	i	i	2.4	-3.3
> O=C(CN1C(=O)C2C3C=CC(C3)C2C1=O)Nc1nc2ccccc2[nH]1 (centres undefined)
→ i	13.9	-12.3	1.7	i	i	i	i	i	-2.5	0.0
> CCCn1c(N)c(C(=O)CSc2nnc(-c3cccnc3)n2-c2ccc(C)cc2C)c(=O)[nH]c1=O
→ i	-1.6	-1.7	-0.5	i	i	i	i	i	6.3	-0.3
> CCCCCCCC1CC(=O)C=C(C)C1C(=O)OCC (centres undefined)
→ i	.	-11.5	2.2	i	i	i	i	i	16.4	-1.2
> CCC1CN(C(=O)NCc2ccc(C)cc2)c2ccccc2O1 (centres undefined)
→ i	-0.5	-4.8	-0.2	i	i	i	i	i	8.9	-1.4
> COc1ccc(S(=O)(=O)N(CC(=O)NCc2ccco2)c2ccccc2OC)cc1
→ i	1.3	-8.4	0.3	i	i	i	i	i	-1.1	-2.8
> O=C(CCCC(=O)N(c1cccc(F)c1)C(C(=O)NC1CCCC1)c1ccc(O)cc1)Nc1ccccn1 (centres undefined)
→ i	1.4	-8.8	-3.6	i	i	i	i	i	3.9	0.0
> CCOC(=O)c1sc(N)c(C#N)c1CSc1nc2ccc(C)cc2[nH]1
→ i	0.5	-10.2	2.1	i	i	i	i	i	5.4	1.9
> CC1=Nn2c(nc(-c3ccccc3)c2-c2ccccc2)N(CC(N)=O)C(=O)C1
→ i	5.6	-6.2	1.4	i	i	i	i	i	-2.0	-0.4
> O=C(CCC(=O)N(CC(=O)NC1CCCCC1)c1ccc(F)cc1)Nc1nccs1
→ i	-8.5	-5.1	-3.2	i	i	i	i	i	0.6	-3.2
> COC(=O)Cn1c(SCc2ccccc2)nc2ccccc21
→ i	-1.1	-8.8	-0.5	i	i	i	i	i	0.3	0.1
> CCSc1nc2c(c(=O)[nH]1)C(c1ccncc1)C(C(=O)OC)=C(C)N2 (centres undefined)
→ i	-6.2	-5.2	1.4	i	i	i	i	i	2.9	-0.8
> Cc1ccc(C(=O)NCC(=O)OC(C)C(=O)NC2CCCCC2C)cc1C (centres undefined)
→ i	-1.7	-10.9	4.1	i	i	i	i	i	0.1	-3.2
> COc1ccc(OCC(=O)N(Cc2sccc2C)C2CCS(=O)(=O)C2)cc1 (centres undefined)
→ i	1.5	-5.8	-6.9	i	i	i	i	i	-1.7	-3.5
> Cc1cc2oc(C(=O)NCc3ccc(S(N)(=O)=O)cc3)c(C)c2cc1C
→ i	2.1	-8.8	6.0	i	i	i	i	i	-2.7	0.5
> COc1cnc(SC)nc1Nc1ccc(C#N)cc1
→ i	4.1	-4.8	1.6	i	i	i	i	i	8.1	1.5
> CCCN(CCC)C(=O)Cc1ccc(F)cc1
→ i	4.3	-10.2	-1.5	i	i	i	i	i	-3.6	-4.1
> Cc1ccccc1OCC(O)Cn1c(Br)nc2c1c(=O)[nH]c(=O)n2C (centres undefined)
→ i	.	-24.1	-22.0	i	i	i	i	i	0.4	2.0
> COc1ccccc1NC(=O)Cn1cnc2c(nnn2-c2ccc(C)cc2)c1=O
→ i	-0.5	-5.7	4.9	i	i	i	i	i	6.2	.
> Cc1c(CC=C(Cl)Cl)c(=O)[nH]c2c(C)cccc12
→ i	-1.0	-4.4	-1.2	i	i	i	i	i	1.4	0.9
> CCCC(=O)N(Cc1cc(=O)[nH]c2ccccc12)c1ccccc1
→ i	1.9	-5.8	-3.3	i	i	i	i	i	7.6	-2.9
> COc1ccc2nc(C)cc(N/N=C/c3ccc(F)cc3)c2c1
→ i	.	-8.4	-3.4	i	i	i	i	i	-1.0	1.4
> O=C(CCNS(=O)(=O)c1ccc(Br)cc1)NCc1ccc(F)cc1
→ i	-2.1	-7.1	-3.0	i	i	i	i	i	?	-0.2
> CC(CC(=O)NC1CCCCC1)S(=O)(=O)c1ccc2c(c1)CCN2C(=O)C1CC1 (centres undefined)
→ i	.	-2.1	0.3	i	i	i	i	i	1.9	-0.3
> O=C(c1ccccc1)N1CCN(C(=O)c2ccc3c(c2)OCO3)CC1
→ i	1.3	-2.7	-1.1	i	i	i	i	i	1.6	-0.4
> CCC1(c2ccccc2)NC(=O)N(CC(=O)N(C)CC(=O)Nc2c(C)cccc2C)C1=O (centres undefined)
→ i	-2.8	-8.9	1.6	i	i	i	i	i	-7.7	3.1
> CCCCN(Cc1ccccc1)S(=O)(=O)c1cc(Br)cc2c1N(C(C)=O)C(C)C2 (centres undefined)
→ i	-8.1	-16.4	3.3	i	i	i	-15.5*	i	-6.6	0.6
> COc1ccc2oc(C(=O)OCC(=O)Nc3cc(S(=O)(=O)N4CCOCC4)ccc3C)c(C)c2c1
→ i	28.4	-9.4	1.3	i	i	i	i	i	.	-1.9
> CCC1(C)NC(=O)N(/N=C/c2ccc(C)s2)C1=O (centres undefined)
→ i	-1.1	-4.3	-1.4	i	i	i	i	i	6.6	-4.1

A portion from further up, as a working copy:
Value order: RGS4 act	DYRK1A inh	hERG protect	GSK3B inh	PolyA inhibitor	KCNQ1 inh	KCNQ1 pot	KCNK9 inh	KCNK3 inh	HDAC3 inhib	GSK3 alpha inh
> COc1ccc2oc(C(=O)OCC(=O)Nc3cc(S(=O)(=O)N4CCOCC4)ccc3C)c(C)c2c1
→ i	28.4	-9.4	1.3	i	i	i	i	i	.	-1.9
> CCC1(C)NC(=O)N(/N=C/c2ccc(C)s2)C1=O (centres undefined)
→ i	-1.1	-4.3	-1.4	i	i	i	i	i	6.6	-4.1

Part of the list above in order of number of heavy atoms, high to low.
Value order: RGS4 act	DYRK1A inh	hERG protect	GSK3B inh	PolyA inhibitor	KCNQ1 inh	KCNQ1 pot	KCNK9 inh	KCNK3 inh	HDAC3 inhib	GSK3 alpha inh
> CC(CC(=O)NC1CCCCC1)S(=O)(=O)c1ccc2c(c1)CCN2C(=O)C1CC1 (centres undefined)
→ i	.	-2.1	0.3	i	i	i	i	i	1.9	-0.3
> Cc1ccccc1OCC(O)Cn1c(Br)nc2c1c(=O)[nH]c(=O)n2C (centres undefined)
→ i	.	-24.1	-22.0	i	i	i	i	i	0.4	2.0
> CCC1(C)NC(=O)N(/N=C/c2ccc(C)s2)C1=O (centres undefined)
→ i	-1.1	-4.3	-1.4	i	i	i	i	i	6.6	-4.1

Next section
Value order: RGS4 act	DYRK1A inh	hERG protect	GSK3B inh	PolyA inhibitor	KCNQ1 inh	KCNQ1 pot	KCNK9 inh	KCNK3 inh	HDAC3 inhib	GSK3 alpha inh
> COCC(C)N=C1NN=C(c2cccs2)C(CC(=O)O)S1 (centres undefined)
→ i	-1.1	-1.0	-0.2	i	i	i	i	i	3.6	-1.8
> COc1cccc(CN(C)C(=O)CSCC(=O)Nc2ccc(C)cc2)c1OC
→ i	-1.5	-17.2	4.0	i	i	i	i	i	8.6	-2.0
> COc1ccccc1C(=O)Nc1cccc(NC(C)=O)c1
→ i	0.2	-7.5	-0.3	i	i	i	i	i	3.9	-1.3
> CC(NC(=O)C(=O)N1CCCCC1)C(c1cccs1)N1CCN(c2ccccc2)CC1 (centres undefined)
→ i	1.0	-4.3	14.9	i	i	i	i	i	0.8	-0.7
> O=C(O)c1ccc(Cl)c(S(=O)(=O)N(Cc2ccccc2)c2ccc(F)cc2)c1
→ i	-2.0	-14.7	1.3	i	i	i	i	i	6.5	-7.0
> Oc1c(C(Nc2ccccn2)c2cccnc2)cc(Cl)c2cccnc12 (centres undefined)
→ i	-7.3	-2.4	-1.6	i	i	i	i	i	4.6	0.1
> COc1ccc(-n2c(-c3cc(-c4ccccc4)sc3N)n[nH]c2=S)cc1
→ i	3.2	-5.6	1.5	i	i	i	i	i	2.0	-0.7
> CCc1ccc(N2C(=O)CC(N3CCN(c4ccccn4)CC3)C2=O)cc1 (centres undefined)
→ i	-4.5	-11.9	-1.4	i	i	i	i	i	-7.6	-2.6
